TRPML3 ag = human TRPML3 channel agonists, primary screen, cell-based, HEK293 TRPML3-YFP, Fluo-8 calcium fluorescence, 3 µM; Mucolipin-3 (Homo sapiens), Q8TDD5; 100% = the carbachol control signal; activation, % at 3 µM; 220,000 compounds, 0.29% hits; AID 1448, 2008;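 active = activation above its plate's cutoff, the mean activation of the plate's test wells plus 3 SD, cut at about 12% in these data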;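 also: 0% = DMSO only wells and 100% = carbachol wells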
Target sequence (Q8TDD5 whole entry, looked up): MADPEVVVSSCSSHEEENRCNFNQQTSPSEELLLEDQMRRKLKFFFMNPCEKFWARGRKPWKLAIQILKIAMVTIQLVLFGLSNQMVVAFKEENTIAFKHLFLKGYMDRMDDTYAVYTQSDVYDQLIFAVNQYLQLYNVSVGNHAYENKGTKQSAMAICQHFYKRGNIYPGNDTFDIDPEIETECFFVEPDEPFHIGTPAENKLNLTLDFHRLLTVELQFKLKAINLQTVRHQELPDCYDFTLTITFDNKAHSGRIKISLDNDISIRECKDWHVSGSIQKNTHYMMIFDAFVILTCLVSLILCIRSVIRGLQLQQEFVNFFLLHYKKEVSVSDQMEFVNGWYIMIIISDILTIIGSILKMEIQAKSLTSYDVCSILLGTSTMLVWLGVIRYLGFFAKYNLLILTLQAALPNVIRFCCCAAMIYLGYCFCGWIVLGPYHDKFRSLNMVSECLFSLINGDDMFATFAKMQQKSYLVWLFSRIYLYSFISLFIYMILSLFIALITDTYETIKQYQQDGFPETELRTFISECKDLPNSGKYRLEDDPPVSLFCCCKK
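Material: TRPML3-YFP stable HEK293 cells | Dosing: One concentration, 3 µM nominal, 0.3% DMSO | Timing: 125 s total fluorescence read per well | Technique: Fluo-8 calcium dye fluorescence, ex 470-495, em 515-575 nm | Measure: Percent activation from peak-to-basal fluorescence ratio, scaled between DMSO and carbachol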
NPY Y1 blocker = NPY-Y1 receptor antagonists, primary screen, cell-based | Neuropeptide Y receptor type 1 (Homo sapiens), P25929 | HEK293-CNG Y1 cells, membrane potential fluorescence; NPY at EC95, then isoproterenol | inhibition, % at 3.6 µM | 200,000 compounds, 1% hits | AID 1040, 2008;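 active = inhibition above the campaign mean inhibition of all tested compounds plus 3 SD, cut at about 20% in these data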;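 also: 0% = DMSO wells given NPY plus isoproterenol and 100% = isoproterenol alone without NPY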
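Benchmarks – high control isoproterenol alone, low control NPY with isoproterenol · Material – HEK293 Y1/CNG channel cell line · Times – dye 3 h, compound 60 min room temperature, stimulation 45 min · Probe or stimulus – NPY (25 nM), isoproterenol (1 µM), Ro 20-1724 (25 µM) · Evaluation – % inhibition of NPY effect · Signal – fluorescence, membrane potential probe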
NPY-Y1 PAM-ag = NPY-Y1 receptor potentiators or agonists, primary screen, cell-based; Neuropeptide Y receptor type 1 (Homo sapiens), P25929; NPY-Y1 expressing cells, potentiator/agonist activation; activation, % at 3.6 µM; 220,000 compounds, 0.37% hits; in the data active = activation above about 33%, passing the limit was not always enough;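 also: cells stimulated with NPY at EC10 then isoproterenol at EC100; 0% = low agonist plus stimulus and 100% = saturating agonist plus stimulus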
S1P4 agonist = S1P4 receptor agonists, primary screen, cell-based. 220,000 compounds, 0.35% hits. activation, % at 4.98 µM. AID 1509, 2009. S1P4-expressing cell line, agonist reporter assay; in the data active = activation above about 11%;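 also: 0% = DMSO vehicle and 100% = reference agonist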
Target sequence (O95977 whole entry, looked up): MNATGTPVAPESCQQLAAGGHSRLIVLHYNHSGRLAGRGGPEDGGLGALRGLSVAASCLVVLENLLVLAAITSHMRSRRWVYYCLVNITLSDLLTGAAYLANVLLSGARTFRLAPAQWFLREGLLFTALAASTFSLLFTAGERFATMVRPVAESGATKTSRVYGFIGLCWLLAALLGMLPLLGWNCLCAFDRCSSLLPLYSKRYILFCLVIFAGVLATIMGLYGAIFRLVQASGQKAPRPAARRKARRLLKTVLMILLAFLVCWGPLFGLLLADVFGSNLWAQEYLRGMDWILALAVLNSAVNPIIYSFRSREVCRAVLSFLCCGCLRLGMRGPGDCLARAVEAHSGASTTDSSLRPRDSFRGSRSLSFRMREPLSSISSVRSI
TRPN1 ag = zebrafish TRPN1 channel agonists, primary screen, cell-based, HEK293, calcium fluorescence; transient receptor potential cation channel N1 (TRPN1/NompC), Danio rerio; HEK293 zebrafish TRPN1-YFP, Fluo-8 calcium fluorescence; 100% = response to 87 µM carbachol; activation, % at 3 µM; 220,000 compounds, 0.18% hits;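 active = activation above its plate's cutoff, the mean activation of test wells on that plate plus 3 SD, cut at about 19% in these data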;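 also: 0% = DMSO alone and 100% = 87 µM carbachol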
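Material – zebrafish TRPN1-YFP in HEK293 cells · Doses – 3 µM single point · Schedule – dye 1 h 37 °C plus 30 min RT · Signal – Fluo-8 calcium fluorescence, excitation 470-495 nm, emission 515-575 nm · Read-out – % activation versus carbachol response · Control set – carbachol high, DMSO low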
EP2 mod = EP2 receptor modulators, cAMP readout, primary screen, cell-based, HTRF cAMP, PGE2 stimulation; Prostaglandin E2 receptor EP2 subtype (Homo sapiens), P43116; EP2-expressing cells, cAMP HTRF FRET, PGE2 co-stimulation; induction, % at 25 µM; 260,000 compounds, 0.83% hits;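 active = compounds whose cAMP rise, as percent of the full-agonist control response, exceeds 60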;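 also: rat C6 glioma line stably carrying human EP2 under a CMV promoter; the protocol text gives 20 µM as final concentration; 100% = response of wells given 1 µM PGE2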
CHOP inh = inhibitors of CHOP promoter induction, primary screen, cell-based, unfolded protein response, luciferase reporter; CHO-K1 CHOP-promoter luciferase, tunicamycin-induced, 15-18 h; 220,000 compounds, 3.8% hits; inhibition, % at 10 µM;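 active = compounds that reduced the stress-induced luciferase reporter signal by more than about 70% of percent inhibition, limit read from the data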;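 also: 0% = tunicamycin plus vehicle and 100% = wells without tunicamycin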
NPY2 pot ag = NPY-Y2 potentiators or agonists, primary screen, cell-based; 220,000 compounds, 0.45% hits; activation, % at 3.6 µM; Neuropeptide Y receptor type 2 (Homo sapiens), P49146; AID 1359, 2008; cells expressing NPY-Y2, potentiator/agonist read-out; in the data active = activation above about 27%;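 also: cells stimulated with NPY near EC25 plus isoproterenol at EC100; 0% = vehicle plus submaximal agonist and 100% = vehicle plus saturating agonist; some results beyond the cut were filed as inactive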
S1P4 antag = S1P4 receptor antagonists, primary screen, cell-based. AID 1510, 2009. 220,000 compounds, 0.26% hits. inhibition, % at 4.98 µM. S1P4-expressing cells, antagonist mode, reporter read-out. Sphingosine 1-phosphate receptor 4 (Homo sapiens), O95977; in the data active = inhibition above about 29%;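 also: 0% = wells stimulated with agonist and 100% = vehicle wells without agonist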
Numbers without * were called inactive; / = not tested or not shown.

nr	structure	TRPML3 ag	NPY Y1 blocker	NPY-Y1 PAM-ag	S1P4 agonist	TRPN1 ag
1	COc1ccccc1N1CCN(C(=O)c2ccc(CS(=O)(=O)c3ccccc3OC)o2)CC1	1.0	-2	-8	0.6	2.8
2	NS(=O)(=O)c1ccc(NC(=O)COC(=O)CSc2n[nH]c(-c3ccccc3)n2)cc1	0.7	6	-13	0.1	1.5
3	CC(C)CC(=O)N1CCC(O)(CS(=O)(=O)Cc2ccccc2)CC1	0.7	-1	7	-3.1	0.5
4	COc1cc(/C=N/NC(N)=O)ccc1OCC(=O)N1C(C)CCCC1C (configuration not stated)	0.6	4	18	-3.0	0.7
5	COc1cccc(C(=O)NCc2nnc(SCC(=O)Nc3nccs3)n2-c2cccc(C)c2)c1	0.0	-2	-16	-1.3	-1.2
6	Cc1ccc(NC(=O)c2cc(C)on2)cc1	-0.2	3	-13	0.2	-0.2
7	CS(=O)(=O)N1CCN(C(=O)C2c3ccccc3Oc3ccccc32)CC1	1.2	-1	8	-1.4	-1.5
8	COc1ccc2oc(C(=O)NCCC(C)C)c(C)c2c1	0.2	10	-34	2.1	-1.6

nr	EP2 mod	CHOP inh	NPY2 pot ag	S1P4 antag
1	-24	1	5	-15
2	20	16	3	-14
3	16	-3	-9	-2
4	7	-18	2	-3
5	3	13	-2	-9
6	19	2	9	-1
7	-13	17	-11	0
8	-64	-3	-9	-4

nr	structure	TRPML3 ag	NPY Y1 blocker	NPY-Y1 PAM-ag	S1P4 agonist	TRPN1 ag
9	COC(=O)c1c(NC(=O)CN2CCC(C)CC2)c2c(C)cccc2n1C	-0.3	2	5	2.3	1.0
10	CCN(CC)C(=O)N1c2ccccc2CC(N(CC)CC)c2ccccc21 (configuration not stated)	-1.6	6	-11	0.5	-0.7
11	O=C1c2ccccc2NC(c2ccco2)N1NS(=O)(=O)c1ccccc1 (configuration not stated)	0.5	-2	6	-0.7	0.3
12	O=C(CN1C(=O)c2ccccc2S1(=O)=O)NCc1ccccc1Cl	0.1	-2	28	3.8	-0.1
13	CCCCCc1ccc(-c2nnc(N)s2)cc1	0.5	3	24	1.1	-0.3
14	CCc1ccc(NC(=O)c2cnn(-c3ccccc3)c2C2CCNCC2)cc1	0.6	6	-6	-0.7	0.6
15	CCS(=O)(=O)CCSc1nc2ccccc2o1	0.5	1	0	3.2	0.9
16	CNC(=O)CSCc1c(Cl)cccc1Cl	1.1	-7	20	2.1	0.1

nr	EP2 mod	CHOP inh	NPY2 pot ag	S1P4 antag
9	12	37	-11	3
10	34	85*	-3	-18
11	13	-6	12	-1
12	8	44	2	-14
13	28	-18	3	-7
14	-16	6	1	8
15	3	22	25	16
16	9	-7	11	-17

nr	structure	TRPML3 ag	NPY Y1 blocker	NPY-Y1 PAM-ag	S1P4 agonist	TRPN1 ag
17	Cc1cc2nc3ccc(=[N+](C)C)cc-3sc2cc1N	0.4	/	16	5.8	-1.7
18	COC(=O)c1ccccc1NC(=O)c1sc(=S)n(C)c1N	0.6	3	-13	-0.3	-1.1
19	C/C(=N\NC(=O)Cn1cnc2ccccc21)c1cccs1	0.2	0	8	-0.1	0.8
20	O=C(O)c1ccccc1NS(=O)(=O)c1cccc(C(F)(F)F)c1	0.1	4	20	4.7	0.0
21	NC(=NCCc1c[nH]c2ccccc12)NS(=O)(=O)c1ccc(F)cc1	0.1	-5	6	-0.4	-1.9
22	O=C(Nc1cccc(-c2csc(-c3ccccc3)n2)c1)c1cccs1	0.9	-4	13	1.2	-0.1
23	COc1ccc(C(=O)N2CC3(C)CC2CC(C)(C)C3)cc1OC (configuration not stated)	0.5	0	-14	0.3	0.6
24	O=C(Cn1cncn1)N/N=C/c1cccc(Cl)c1	1.0	/	18	-0.3	0.3

nr	EP2 mod	CHOP inh	NPY2 pot ag	S1P4 antag
17	-413	36	-7	-4
18	-11	82*	-3	-8
19	-26	12	7	-1
20	-27	1	9	-1
21	-62	21	1	-7
22	-28	52	-7	-5
23	-7	-6	19	-9
24	17	-10	3	-7

nr	structure	TRPML3 ag	NPY Y1 blocker	NPY-Y1 PAM-ag	S1P4 agonist	TRPN1 ag
25	Cc1ccc(C)c(NC(=S)NCCCN2CCOCC2)c1	0.3	6	1	-0.1	-0.4
26	Cc1ccc(C)c(OCC(=O)O/N=C(\N)c2ccccn2)c1	-0.6	7	-17	-1.1	0.9
27	O=C(/C=N/O)NCc1cccnc1	0.5	12	6	0.9	2.5
28	CC(C)CCN1CCN(Cc2ccc(C#CCCO)cc2)CC1CCO (configuration not stated)	0.3	3	-6	0.0	0.7
29	CCNC(=O)CN(CCc1ccccc1)S(C)(=O)=O	-0.3	-4	20	-0.8	0.5
30	O=C(/C=C/c1ccc(S(=O)(=O)N2CCOCC2)cc1)NCCCn1ccnc1	-0.6	-3	-1	-0.1	1.1
31	CC(NS(=O)(=O)c1ccc(CCC(=O)NCc2cccnc2)cc1)c1ccccc1 (configuration not stated)	1.2	-1	-1	2.0	-0.7
32	COC(=O)CC1(C(=O)OC)Oc2ccc(Br)cc2C(=O)N1c1cc(Cl)c(Cl)cc1Cl (configuration not stated)	0.2	/	49*	-0.3	-0.2

nr	EP2 mod	CHOP inh	NPY2 pot ag	S1P4 antag
25	9	7	3	-7
26	-19	-23	0	-9
27	24	28	17	-13
28	-7	12	-7	-9
29	1	3	4	-23
30	24	38	-4	16
31	-6	11	-8	-6
32	5	21	18	1

nr	structure	TRPML3 ag	NPY Y1 blocker	NPY-Y1 PAM-ag	S1P4 agonist	TRPN1 ag
33	O=C(C(=O)N1CCc2ccccc2C1)c1c[nH]c2ccccc12	0.7	-4	-14	0.8	-1.8
34	Cc1cc(C(=O)Nc2cccc3ncccc23)no1	1.0	14	-3	-0.2	1.4
35	COc1ccc2nc(Nc3sc4c(c3C(N)=O)CCCC4)sc2c1	0.1	2	8	4.2	1.0
36	CCCCOc1ccc(C(=O)N/N=C/c2ccc(OCCN3CCCCC3)c(OC)c2)cc1	0.3	17	-36	0.3	-0.9
37	Cc1ccc(S(=O)(=O)n2nc(OC(=O)c3ccco3)cc2N)cc1	0.7	-2	0	0.2	-0.6
38	Cn1c(NC(=O)c2ccco2)c(-c2ccccc2)c(=O)c2ccccc21	0.1	6	5	1.9	0.7
39	COC(=O)CN(c1ccccc1)S(=O)(=O)c1cc(Br)ccc1OC	-1.2	-2	13	-2.2	-1.8
40	CN(C)c1ccc(C(=S)N2CCN(C(=S)Nc3ccccc3)CC2)cc1	0.7	-3	-8	-0.9	1.8

nr	EP2 mod	CHOP inh	NPY2 pot ag	S1P4 antag
33	-11	7	-3	2
34	28	14	1	5
35	6	-5	-1	-16
36	-72	30	-14	-14
37	7	50	2	-5
38	2	59	-13	-18
39	3	-4	-15	-2
40	-62	21	10	-24

The closing 2 records of the part before come first, to join the parts.
nr	structure	TRPML3 ag	NPY Y1 blocker	NPY-Y1 PAM-ag	S1P4 agonist	TRPN1 ag
39	COC(=O)CN(c1ccccc1)S(=O)(=O)c1cc(Br)ccc1OC	-1.2	-2	13	-2.2	-1.8
40	CN(C)c1ccc(C(=S)N2CCN(C(=S)Nc3ccccc3)CC2)cc1	0.7	-3	-8	-0.9	1.8
41	O=C(CSc1ncn[nH]1)Nc1ccc([N+](=O)[O-])cc1Br	0.0	3	0	0.1	0.8
42	O=C1C(c2ccc(F)cc2)N(Cc2ccc3c(c2)OCO3)C(=O)CN1C1CCCCC1 (configuration not stated)	0.5	0	0	0.8	0.3
43	CCOC(=O)c1ccc(NC(=O)CCc2nc(-c3ccccc3Cl)no2)cc1	1.1	-2	5	12*	3.3
44	CC(C)(CNC(=O)c1cccs1)CNC(=O)c1cccs1	1.1	5	3	1.1	0.9
45	CCNS(=O)(=O)c1ccc(-c2ccc(-n3cnnn3)cc2)cc1	1.5	5	-1	-1.7	3.3
46	COc1ccc(CCN2C(=O)CC(Nc3ccc(N4CCOCC4)cc3)C2=O)cc1OC (configuration not stated)	0.2	-3	-4	-0.2	0.4
47	O=C(Cc1ccccc1)N1CCN(S(=O)(=O)c2ccc([N+](=O)[O-])cc2)CC1	1.1	2	-7	-0.7	0.2
48	COC(=O)c1ccc(NC(=O)Nc2ccc(OC)c(OC)c2)cc1	1.7	0	4	3.1	2.7

nr	EP2 mod	CHOP inh	NPY2 pot ag	S1P4 antag
39	3	-4	-15	-2
40	-62	21	10	-24
41	-10	15	17	-14
42	-1	4	1	-18
43	-15	81*	12	2
44	34	-2	-6	-1
45	-6	18	-9	8
46	12	12	4	-28
47	-6	-8	-15	-11
48	-52	-23	-1	8

nr	structure	TRPML3 ag	NPY Y1 blocker	NPY-Y1 PAM-ag	S1P4 agonist	TRPN1 ag
49	Cc1nnc(SC(C)C(=O)Nc2c(C)n(C)n(-c3ccccc3)c2=O)n1N (configuration not stated)	0.9	1	-10	0.1	0.1
50	S=C(NCc1ccco1)N1CCN(c2nc(-c3ccc(Cl)cc3)cs2)CC1	0.9	1	9	9.2	-0.6
51	O=C(c1ccc(Cl)cc1)c1cnc(Nc2ccccc2Cl)s1	-0.1	8	-30	9.7	0.3
52	CCOc1ncccc1C(=O)OCC(=O)Nc1ccc(C)c(S(=O)(=O)N(C)C)c1	0.8	0	-13	-0.6	2.4
53	COC(=O)c1ccc(/C=C/c2ccc3cccc(OC(C)=O)c3n2)cc1	0.5	2	-41	-3.1	-0.3
54	O=C(CC1SCCNC1=O)Nc1cccc(C(F)(F)F)c1 (configuration not stated)	0.6	-1	6	0.0	1.3
55	Cc1c(NC(=O)C(C)N2C(=O)NC3(CCC(C)CC3)C2=O)c(=O)n(-c2ccccc2)n1C (configuration not stated)	0.8	-1	-2	0.2	0.3
56	C/C(CC(=O)Nc1cccc(C(F)(F)F)c1)=N/NC(=O)C(=O)NCCO	0.4	/	0	1.2	0.1
57	Cc1ccc(-c2nnc(-n3nc(C)cc3C)c3ccccc23)cc1	-0.8	0	-13	2.8	-2.2
58	Cc1cccc(OCc2n[nH]c(=S)o2)c1	-0.5	17	-28	0.8	-0.1

nr	EP2 mod	CHOP inh	NPY2 pot ag	S1P4 antag
49	14	4	0	-19
50	-41	58	8	-5
51	-2	-1	-36	7
52	13	30	0	-14
53	4	-3	-7	-10
54	3	-4	9	3
55	1	-2	-3	8
56	-2	4	15	-1
57	33	18	-8	-19
58	-13	-17	-16	-11
